APJ antag: APJ receptor antagonism; P35414; CHO-K1 APJ beta-arrestin complementation, luminescence; inhibition, % at 20 µM; 330,000 compounds, 0.32% hits;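 active = inhibition above about 40% at 20 µM, limit read from the data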;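 also: cells challenged with 10 nM apelin-13 agonist together with compound; plate controls were apelin-13 plus DMSO wells for no effect and DMSO wells lacking apelin-13 for full effect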
CXCR6 inh: inhibitors of human CXCR6 receptor; AID 602244; inhibition, % at 20 µM; CHO-K1 PathHunter CXCR6 beta-arrestin, luminescence; 360,000 compounds, 0.36% hits; O00574; in the data active = inhibition above about 34%, passing the limit was not always enough;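 also: antagonist mode with CXCL16 agonist at 10 nM final; 0% = 10 nM CXCL16 with DMSO and 100% = unstimulated wells without agonist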
Target sequence (O00574 whole entry, looked up): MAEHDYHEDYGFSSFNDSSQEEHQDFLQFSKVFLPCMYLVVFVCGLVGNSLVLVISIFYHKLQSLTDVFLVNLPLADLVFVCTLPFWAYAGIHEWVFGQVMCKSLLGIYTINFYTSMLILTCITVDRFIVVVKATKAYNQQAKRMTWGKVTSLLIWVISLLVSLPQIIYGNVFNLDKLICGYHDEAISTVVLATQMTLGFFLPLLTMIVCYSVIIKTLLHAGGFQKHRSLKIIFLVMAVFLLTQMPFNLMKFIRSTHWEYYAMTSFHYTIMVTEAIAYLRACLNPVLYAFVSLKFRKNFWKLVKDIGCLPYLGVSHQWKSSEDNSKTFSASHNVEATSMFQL
XBP1 UPR activ: adaptive UPR (XBP1) activation | AID 463104 | 330,000 compounds, 0.33% hits | CHO-XBP1 luciferase reporter, IRE1-XBP1 UPR activation, luminescence; percent of tunicamycin response, DMSO as zero | activation, % at 20 µM;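 active = versus positive control, 20 µM dose yields 30% or more activation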;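 also: 100% = tunicamycin at 10 µg/mL and 0% = DMSO only wells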
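Material: CHO cell line with stable XBP1 luciferase reporter; buffer or medium: F12 medium containing 10% fetal bovine serum; compound: single point, 20 µM final compound, 1% DMSO; incubation: 6 h treatment, 37 °C; measured by: glow luminescence from Steady-Glo reagent; evaluation: activation, % of tunicamycin; control set: tunicamycin high, DMSO low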
APJ ag: agonists of human APJ apelin receptor; P35414; 330,000 compounds, 0.11% hits; CHO-K1 APJ PathHunter beta-arrestin, luminescence; 0% DMSO wells, 100% apelin; activation, % at 20 µM;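 active = activation more than six SD over the plate average, tested at 20 µM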;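 also: 0% = DMSO alone and 100% = apelin-13 at 10 nM; some results filed as inactive read as strong as hits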
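Assay system: engineered CHO-K1 APJ arrestin reporter cells; Amount: 1000 CHO-K1 reporter cells seeded per well; Dosing: one dose, 20 µM compound, 1% DMSO; Times: compound stimulation 90 min at 25 °C, detection 60 min; Measured by: luminescent beta-gal fragment complementation, chemiluminescent substrate; Read-out: APJ–arrestin association signal; Controls: DMSO vs Apelin-13 10 nM.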
Mdm2 MdmX PPI: inhibitors of human Mdm2/MdmX interaction. SaOS-2 split-luciferase Mdm2/MdmX complementation, luminescence. O15151+Q00987. AID 485346. 330,000 compounds, 3% hits. inhibition, % at 8 µM;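 active = inhibition of at least 50% at 8 µM in the primary screen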
EBI2 antag: antagonists of human EBI2 receptor; P32249; EBI2 beta-arrestin recruitment, luminescence, 7a,25-OHC stimulated; inhibition, % at 5 µM; 360,000 compounds, 0.81% hits; in the data active = inhibition above about 38%;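 also: enzyme fragment complementation signal reports receptor beta-arrestin coupling in cells; 0% = agonist plus DMSO wells and 100% = wells without agonist; some results beyond the cut were filed as inactive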
Target sequence (P32249 whole entry, looked up, the tested form may be a part): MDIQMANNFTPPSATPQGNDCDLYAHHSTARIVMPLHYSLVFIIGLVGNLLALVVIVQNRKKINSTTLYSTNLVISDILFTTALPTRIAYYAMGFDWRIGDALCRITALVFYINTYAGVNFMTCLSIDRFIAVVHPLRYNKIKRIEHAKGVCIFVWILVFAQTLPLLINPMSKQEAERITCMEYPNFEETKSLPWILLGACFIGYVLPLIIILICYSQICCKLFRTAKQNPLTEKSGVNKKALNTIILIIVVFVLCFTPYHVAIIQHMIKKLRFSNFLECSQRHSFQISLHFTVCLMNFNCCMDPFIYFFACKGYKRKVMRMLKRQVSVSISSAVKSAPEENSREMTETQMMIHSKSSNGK
CHOP UPR activ: activators of apoptotic arm of unfolded protein response (CHOP); AID 449763; CHO-CHOP luciferase reporter, UPR activation, luminescence; percent of tunicamycin response over DMSO baseline; 330,000 compounds, 0.34% hits; activation, % at 10 µM;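 active = at 10 µM dose, activation of 40% or more, normalized to positive control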;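 also: 100% = tunicamycin at 10 µg/mL and 0% = DMSO alone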
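measured by = luciferase luminescence | assay system = CHO-CHOP cells, stable luciferase reporter of PERK-eIF2a-CHOP signalling | amount = 500 reporter cells seeded per well | timing = 6 h compound exposure at 37 °C after overnight seeding | controls = positive tunicamycin 10 µg/mL, negative DMSO alone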
CCR6 antag: CCR6 (human) receptor antagonism. P51684. CHO-K1 CCR6 PathHunter beta-arrestin, luminescence, CCL20-stimulated. inhibition, % at 20 µM. 340,000 compounds, 0.49% hits;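 active = compounds whose inhibition of the agonist-driven luminescence signal at 20 µM reaches about 50%, limit read from the data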;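 also: cells stimulated with CCL20 at 14 nM final; plate controls were DMSO with CCL20 for no effect and DMSO without agonist for full effect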
Target sequence (P51684 whole entry, looked up): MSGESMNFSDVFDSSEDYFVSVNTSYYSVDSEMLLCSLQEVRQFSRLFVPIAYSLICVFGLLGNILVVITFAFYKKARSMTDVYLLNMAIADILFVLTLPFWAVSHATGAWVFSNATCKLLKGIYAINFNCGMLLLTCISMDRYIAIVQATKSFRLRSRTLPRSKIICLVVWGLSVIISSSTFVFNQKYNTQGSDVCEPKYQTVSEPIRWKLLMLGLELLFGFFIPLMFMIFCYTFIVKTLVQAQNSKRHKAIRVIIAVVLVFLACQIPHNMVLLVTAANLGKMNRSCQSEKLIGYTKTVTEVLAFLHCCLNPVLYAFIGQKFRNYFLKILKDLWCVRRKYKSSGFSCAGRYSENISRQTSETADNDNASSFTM
tim23-1 inh: inhibits growth of tim23-1 mutant yeast. S. cerevisiae tim23-1 growth, BacTiter-Glo luminescence, 24 h. inhibition, % at 20 µM. 330,000 compounds, 1.3% hits. AID 463212;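 active = growth inhibition of the mutant yeast at or above 50%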;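 also: temperature-sensitive mutant grown at 25 °C; plate controls were DMSO-treated mutant yeast for no effect and medium wells lacking yeast for full effect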
* marks the source's active call; other numbers are inactive results; . = no result given. An excerpt; count on the stated rates, not on these rows.

SMILES	APJ antag	CXCR6 inh	XBP1 UPR activ	APJ ag	Mdm2 MdmX PPI	EBI2 antag	CHOP UPR activ	CCR6 antag	tim23-1 inh
CCc1ccccc1N(CC(=O)NCc1ccco1)C(=O)CCC(=O)Nc1ccccn1	16.4	-10.4	-3.1	-5.1	17.0	4.3	0.5	9.8	7.0
CCC(=O)c1cn(CC(=O)O)c2ccccc12	7.2	7.2	-6.3	-1.8	11.0	11.7	-0.2	6.4	7.9
O=C(CSc1nnnn1-c1ccc2c(c1)OCCO2)c1cccc2c1OCCO2	11.0	5.4	-1.1	-2.4	11.4	-5.2	4.2	4.4	16.7
Cc1noc(-c2ccccc2OC(=O)c2ccccc2)n1	-2.6	4.2	3.3	-3.3	23.5	-3.1	-1.6	6.4	34.0
CCc1ccc(NC(=O)CSc2nc3[nH]ncc3c(=O)[nH]2)cc1	-1.6	2.2	1.6	-1.0	-13.0	-17.8	-0.9	-2.4	8.4
O=C(N(Cc1ccccc1)c1ccccn1)C12CC3CC(CC(C3)C1)C2	18.1	-6.4	0.1	-2.1	-15.1	22.5	-0.8	11.5	38.4
Cc1cc(C)c(CN2CCC(n3nccc3NC(=O)C3CCOC3)CC2)cc1C (configuration not stated)	12.9	-0.8	-2.5	1.6	-1.8	-1.5	1.3	-13.1	5.9
O=S(=O)(Nc1ccc(O)c(Sc2nc3ccccc3s2)c1)c1ccc(Cl)cc1	-2.6	-9.2	-3.4	-0.8	31.5	-2.9	0.8	6.8	-19.3
CC(c1cccs1)N(Cc1ccco1)C(=S)Nc1ccc(F)c(Cl)c1 (configuration not stated)	-16.7	3.8	-2.3	-3.9	38.6	-8.3	-1.8	13.2	13.0
O=C(CCCN1C(=O)/C(=C/c2cccs2)SC1=S)Nc1cc([N+](=O)[O-])ccc1O	22.0	9.8	-4.0	-1.8	2.9	-3.0	-2.2	5.0	-11.7
O=C(Nn1c(-c2ccncc2)nc2ccccc2c1=O)c1ccc(Br)cc1	4.4	4.6	-4.0	-1.6	29.7	-16.1	-1.0	9.2	-101.8
CCn1cc(C(=O)N2CC(C)CC(C)C2)c(=O)c2cc(S(=O)(=O)N(C)C)ccc21 (configuration not stated)	-29.3	-11.2	2.6	-3.6	14.0	-5.0	-0.6	-0.8	12.9

A second format for part of the listing above.
structure,APJ antag,CXCR6 inh,XBP1 UPR activ,APJ ag,Mdm2 MdmX PPI,EBI2 antag,CHOP UPR activ,CCR6 antag,tim23-1 inh
CC(c1cccs1)N(Cc1ccco1)C(=S)Nc1ccc(F)c(Cl)c1 (configuration not stated),-16.7,3.8,-2.3,-3.9,38.6,-8.3,-1.8,13.2,13.0
O=C(CCCN1C(=O)/C(=C/c2cccs2)SC1=S)Nc1cc([N+](=O)[O-])ccc1O,22.0,9.8,-4.0,-1.8,2.9,-3.0,-2.2,5.0,-11.7

Following part
SMILES	APJ antag	CXCR6 inh	XBP1 UPR activ	APJ ag	Mdm2 MdmX PPI	EBI2 antag	CHOP UPR activ	CCR6 antag	tim23-1 inh
O=C(NCCC1CCCCN1S(=O)(=O)c1ccccc1)C(=O)NCc1ccccc1F (configuration not stated)	-61.5	5.7	0.1	-3.4	-0.2	11.1	0.9	19.5	17.4
CS(=O)(=O)N(CC(=O)Nc1ccccc1Sc1ccccc1)c1cccc(Br)c1	17.4	7.6	-4.6	-5.0	28.6	21.4	-0.3	8.2	14.4
Cc1cc(C(=O)N/N=C2\CC(=O)CC(C)(C)C2)c(C)n1-c1ccc(F)cc1	2.1	0.6	0.1	-2.2	19.6	-12.9	-1.5	19.0	0.5
COc1ccc(CC(=O)NNC(=O)COc2ccc(Cl)cc2C)cc1S(=O)(=O)N1CCOCC1	-8.6	7.1	-2.5	-4.8	25.8	0.9	-3.5	12.0	-13.0
N#CCN1CCC(c2cc(-c3ccco3)n[nH]2)CC1	12.0	.	-0.8	-1.4	6.0	.	-1.9	7.3	7.4
Cc1cc(/C=C2/NC(=O)NC2=O)c(C)n1C	-3.9	-4.5	2.0	2.9	-3.1	-13.8	0.6	8.3	8.9
COc1ccccc1N(CC(=O)NCc1ccccc1)C(=O)CCC(=O)Nc1cc(C)ccn1	-3.3	-5.3	-1.9	-2.1	-6.5	-13.1	1.2	4.1	-2.6
CCCC(=O)N1CC2(CCC)CN(C(=O)CCC)CC(CCC)(C1)C2=O	-12.3	-3.6	-3.8	-1.8	19.4	-6.4	-0.4	8.7	7.2
Cn1c(=O)c2[nH]c(NCCCN3CCOCC3)nc2n(C)c1=O	11.0	4.1	-5.2	-5.2	-2.7	6.5	-1.4	-9.2	18.9
COc1ccc(C2=CN(Cc3ccccc3)CCC2=O)cc1	-6.7	7.5	3.9	-1.7	-52.5	23.9	2.7	-0.1	38.3
Cc1ccc(S(=O)(=O)N(C)C[C@H]2Oc3ccc(NC(=O)C4CCCCC4)cc3C(=O)N([C@H](C)CO)C[C@H]2C)cc1	10.3	-10.9	-1.4	-1.2	13.7	16.6	1.5	-2.9	10.8
CCS(=O)(=O)c1ccc(O)c(NC(=O)/C=C/c2ccc(Cl)cc2)c1	7.8	-1.9	-2.6	-5.4	-18.6	-9.0	0.7	9.1	2.8
CCOc1cccc2cc(C(=O)N3CCc4ccccc4C3)c(=O)oc12	-5.0	6.3	0.0	-4.7	-8.7	-5.2	0.9	-8.5	37.7
Cc1c[n+]([O-])ccc1Oc1ccc([N+](=O)[O-])cc1	8.6	0.5	-0.6	2.0	13.7	-14.1	2.7	-0.4	9.0
Cn1nc(-c2ccccc2)c(COC(=O)c2cccc(Cl)c2)c1S(=O)(=O)c1ccccc1	18.0	4.2	-5.4	-3.8	43.0	15.8	-0.9	30.9	5.6
O=C(CNCC1(N2CCOCC2)CCCCC1)Nc1ccc(Cl)cc1	14.3	-5.3	-2.4	3.2	13.9	-4.5	0.9	13.9	-0.7
O=C(CN1CCN(Cc2ccccc2)CC1)Nc1ccc(-n2cnnn2)cc1	-18.1	7.7	-1.8	0.6	9.9	3.5	1.7	5.7	1.5
CCc1ccc(CNC(=O)CCCn2c(=O)c3cccn3c3cccnc32)cc1	11.4	-10.5	4.6	-0.4	9.7	-7.4	5.4	14.7	34.3
O=Cc1c(N2CCN(c3cccc(Cl)c3)CC2)nc2ccccn2c1=O	8.8	-5.2	-0.1	1.1	36.7	-1.2	0.4	13.9	-4.2
O=C(c1ccco1)N1CCn2cccc2C1c1ccccc1 (configuration not stated)	-1.2	-6.2	0.5	0.1	3.5	-4.8	-0.5	9.5	11.3
CC(Sc1nnc(-c2ccccc2F)n1C1CC1)C(=O)NCc1ccco1 (configuration not stated)	2.1	6.5	-2.7	0.1	7.7	-6.9	0.6	1.4	4.9
COc1ccc(NC(=O)Cn2c(=O)n(-c3ccccc3)c(=O)c3sccc32)c(OC)c1	-9.0	5.9	0.9	-4.0	12.0	-8.1	0.5	1.1	-6.0
CCN(CC(=O)Nc1ccc2c(c1)OC(F)(F)O2)Cc1nc2ccccc2c(=O)[nH]1	-7.5	8.9	-0.9	-2.6	3.7	-2.1	0.5	-0.3	9.6
CC1Cc2ccccc2N1C(=O)c1ccc(F)c(S(=O)(=O)N2CCOCC2)c1 (configuration not stated)	11.5	2.3	-2.9	-0.4	11.9	-13.6	-0.7	6.7	24.2
Cc1cc(C)cc(NC(=O)CSc2nc(N)c(NC(=O)c3cccs3)c(=O)[nH]2)c1	-2.0	-6.5	-0.8	6.0	4.2	4.2	0.4	2.6	9.8
Cc1n[nH]c(=S)n(/N=C/c2cccc([N+](=O)[O-])c2)c1=O	10.9	-6.7	-0.9	0.9	14.6	-12.6	-1.0	1.2	17.5
N/C(=N\N=C\c1cccs1)SC1CC(=O)N(c2ccc(Br)cc2)C1=O (configuration not stated)	17.0	0.1	-3.2	-4.2	29.8	2.3	1.7	10.5	-1.3
COc1ccc(CN2CCCC(CO)(Cc3ccc(F)cc3)C2)cc1C (configuration not stated)	7.2	-3.9	-1.5	-3.1	-2.1	3.7	-3.0	16.3	0.8
O=C(Nc1cccc(C(=O)O)c1)/C(=C\c1ccco1)NC(=O)c1ccccc1Cl	-2.9	9.2	-1.2	0.4	11.0	-11.7	1.1	18.7	8.9
Cc1nn(C)c(Nc2ccc(Br)cc2)c1Br	-7.6	-2.2	-1.3	-1.2	27.3	9.6	0.1	7.2	46.2
O=C(c1cccc(Cl)c1)N1CCN(c2ccc(N3CCOCC3)nn2)CC1	6.4	-3.5	-0.8	-2.9	-11.5	-1.5	-0.6	4.4	-15.1
CC(C)c1ccc(CN(C(=O)C2COc3ccccc3O2)C2CCS(=O)(=O)C2)cc1 (configuration not stated)	12.4	10.0	0.3	-2.0	-12.7	-7.1	1.7	28.4	10.2
O=C(O)c1nccnc1C(=O)Nc1ccc(Cl)cc1Cl	10.2	9.2	-1.1	-0.6	3.2	-8.4	0.4	3.1	3.2
Cc1ccc(C)c(C(C)NC(=O)c2ccncc2)c1 (configuration not stated)	10.5	-7.3	-0.2	-4.0	21.2	-6.3	-3.6	-4.5	10.7
Cc1ccc(-c2cnc(NC(=O)c3cccc(Br)c3)s2)c(C)c1	0.8	-2.5	8.5	0.0	42.3	5.3	-0.3	11.7	-11.2
O=C(COc1ccccc1F)Nc1ccccc1C(=O)NC1CC1	-0.1	0.4	4.0	0.4	-21.9	-7.6	-0.2	7.8	27.3

Just CCR6 antag, EBI2 antag and APJ ag (three entries from above):
mol	CCR6 antag	EBI2 antag	APJ ag
CC(C)c1ccc(CN(C(=O)C2COc3ccccc3O2)C2CCS(=O)(=O)C2)cc1 (configuration not stated)	28.4	-7.1	-2.0
COc1ccc(CN2CCCC(CO)(Cc3ccc(F)cc3)C2)cc1C (configuration not stated)	16.3	3.7	-3.1
O=C(O)c1nccnc1C(=O)Nc1ccc(Cl)cc1Cl	3.1	-8.4	-0.6

Going on with the list:
SMILES	APJ antag	CXCR6 inh	XBP1 UPR activ	APJ ag	Mdm2 MdmX PPI	EBI2 antag	CHOP UPR activ	CCR6 antag	tim23-1 inh
Cc1onc(-c2ccccc2)c1C(=O)Nc1ccon1	4.7	2.9	1.6	-3.9	10.4	-5.3	-0.4	-4.3	-9.4
CCOC(=O)CC1=C(C(=O)OCC)C(c2cccs2)C(C#N)=C(N)O1 (configuration not stated)	0.5	-3.7	-7.1	-5.1	-12.6	-15.0	-3.7	-10.2	16.3
CCOC(=O)c1nnn(-c2ccc([N+](=O)[O-])cc2[N+](=O)[O-])c1C	-57.3	-23.2	-4.6	8.2	7.2	-32.0	-1.0	-5.8	43.9
CC(/C=C/c1ccccc1F)=N\NC(=O)C(C)C	-10.5	-2.2	2.8	4.3	-27.1	-4.4	4.2	-1.3	15.6
O=C(NCc1ccco1)c1ccc(Cn2c(=O)c3ccccc3n(Cc3ccc(Cl)cc3)c2=O)cc1	0.6	14.6	-1.8	0.5	27.5	21.6	1.0	14.5	10.6
CN(CC(=O)Nc1ccc(F)c(F)c1F)C(=O)c1ccc2c(c1)OCCO2	-35.6	5.2	1.2	-4.0	14.2	-1.2	0.9	-1.3	-10.2
